Screens from PubChem.
aSyn yeast rescue – rescues yeast growth from alpha-synuclein toxicity; Potency, µM (doses to about 46.1 µM), for inactives: top-dose growth rescue (activation), hits mostly activators; AID 1347070; S. cerevisiae alpha-synuclein toxicity rescue, BacTiter-Glo growth, 24 h; actives 0.02% (n = 94,000); active means well fitted activation curve with a large enough effect; inconclusive means small, poorly fitted or top-dose-only effect; further: 0% is about no effect
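Growth restoration measured by BacTiter-Glo luminescence after 24 hr at 30 deg C; alpha-synuclein yeast, raffinose-pregrown to mid-log, were added at OD600=0.02 in galactose medium onto pinned compounds.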
* = called active by the depositor; ? = inconclusive; & = joins results of further samples; [ ] = remark or other dose. Potency means the concentration at half of the fitted maximal effect.

SMILES | aSyn yeast rescue
COc1cccc(C(=O)Nc2ccc3nc4n(c(=O)c3c2)CCCCC4)c1 | 7%&-7%
CCOc1cccc(-c2nc(C(N)=O)c3[nH]c(=O)n(-c4cccc(Cl)c4)c3n2)c1O | -7%
CCOC(=O)Cn1nc(C)c(NC(=O)COc2ccc(Cl)cc2C)c1C | -6%
COc1ccc(OC)c(-n2c(=S)[nH]c3c(sc(=S)n3-c3ccccc3C)c2=O)c1 | -3%
COc1cc(OC)c(N(C)C(=O)c2cc3c(=O)oc4ccccc4c3s2)cc1Cl | -1%
CN(C)C(CNC(=O)c1cccs1)c1cccnc1 (stereo unspecified) | -3%
O=C1S/C(=C\c2ccc(O)c([N+](=O)[O-])c2)C(=O)N1Cc1cccc([N+](=O)[O-])c1 | 3%
CN(Cc1ccccc1)S(=O)(=O)c1cc(Br)cc2c1N(C(=O)C1CC1)CC2 | -48%[inhibitor]
O=C(c1ccc(CS(=O)(=O)c2c(Cl)cccc2Cl)o1)N1CCN(c2ccccc2)CC1 | 8%
COc1cccc(-c2nn(-c3ccccc3)cc2CN(C)C(C)c2ccon2)c1 (stereo unspecified) | 6%
COc1ccccc1N1CCN(CC(=O)NC(=O)NCc2ccccc2)CC1 | 6%
Cc1cc(C)cc(N(CC(=O)Nc2ccccc2)C2=NC3CS(=O)(=O)CC3S2)c1 (stereo unspecified) | 3%
Cc1ccccc1-c1n[nH]nc1C1=CC(=O)CC(C)(C)C1 | -2%
CCOC(=O)Cc1nc(-c2ccc(Cl)cc2)n[nH]1 | 4%
Cc1ccc(S(=O)(=O)Nc2cc3c(cc2NCc2ccccc2)n(C)c(=O)n3C)c(C)c1 | -3%
CCN1C(=O)[C@H]2[C@@H](c3ccc(C)cc3)N[C@]3(CCCN(Cc4ccco4)C3=O)[C@H]2C1=O | -8%
O=C(O)c1ccc(/C=N/Nc2nc(N3CCCCC3)nc(N3CCCCC3)n2)cc1 | 4%
COc1ccc(C(=O)NC(=S)NC(C)c2ccccc2)cc1 (stereo unspecified) | -7%
O=C(NNS(=O)(=O)c1ccc([N+](=O)[O-])cc1)c1ccncc1 | -3%
COC(=O)CSc1ncc2c(n1)-c1ccccc1N(Cc1ccccc1C)S2(=O)=O | 2%
Cc1ccc(CNC(=O)c2ccc(-c3nc(CN4CCc5ccccc54)c(C)o3)cc2)cc1 | 5%
Cc1ccc(NC(=O)Cn2cc(C(=O)c3ccco3)c3ccccc32)c(C)c1 | -1%
COc1ccc(C)cc1NC(=O)NCc1ccccc1F | 0%
CCCCN(C)CCNC(=O)c1c2c(nc3ccccc13)C(=O)N(C1CCCCC1)C2 | -3%
CCCCOC(=O)CSc1ncnc2sc3c(c12)CCC(C)C3 (stereo unspecified) | 5%
O=C(OCc1cn([C@H]2CN(Cc3cccs3)[C@@H](c3ccc(Cl)cc3)C[C@@H]2O)nn1)c1ccccc1 | -3%
CC(CNC(=O)c1ccc(CSc2nc3ccncc3n2Cc2cccc(F)c2)cc1)c1ccccc1 (stereo unspecified) | -20%
CCOC(=O)c1c(-c2ccc(C)cc2)csc1NC(=O)c1cc(-c2ccc(C)c(F)c2)on1 | 4%
CSc1ccc(NC(=O)N2CCC(C(=O)c3ccc(F)cc3)CC2)cc1 | -1%
CCC(=O)c1ccc(OCC(=O)OCC(=O)c2cc(C)n(C3CC3)c2C)cc1 | 6%
Cc1cccc(CCN(CC(=O)NC(C)(C)C)C(=O)c2csnn2)c1 | 6%
COCCn1c(SCC(=O)Nc2nnc(C)s2)nnc1-c1ccco1 | -9%
Cc1nc2c(C(=O)NCCc3ccccc3)c[nH]n2c(=O)c1Cc1ccc(F)cc1Cl | -8%
COc1ccc(C2CC(=O)c3c(C)nc(N4CCN(C=O)CC4)nc3C2)c(OC)c1 (stereo unspecified) | 5%
COc1ccc(Cl)cc1NC(=O)COC(=O)CCc1cc(OC)c(OC)c(OC)c1 | 11%
Cc1cc(C(=O)Cn2nc(C(=O)O)c3ccccc3c2=O)c(C)n1-c1cccc(C(F)(F)F)c1 | 4%
CCc1ccc(C(=O)c2cn(CC(=O)Nc3ccc(OC)cc3OC)c3ccc(CC)cc3c2=O)cc1 | -5%
O=C(Nc1ccc(F)cc1)c1ccc2c(c1)NC(=O)c1ccccc1S2 | 3%
CCOc1ccc(C(=O)NCC(c2ccc3c(c2)OCO3)N2CCN(c3ccc(F)cc3)CC2)cc1 (stereo unspecified) | -9%
Cc1cccc(N=C2NC(=O)/C(=C/c3cccn3C)S2)c1C | 14%

Already shown: 16 of the compounds above.
SMILES | aSyn yeast rescue
CCCCOC(=O)CSc1ncnc2sc3c(c12)CCC(C)C3 (stereo unspecified) | 5%
O=C(OCc1cn([C@H]2CN(Cc3cccs3)[C@@H](c3ccc(Cl)cc3)C[C@@H]2O)nn1)c1ccccc1 | -3%
CC(CNC(=O)c1ccc(CSc2nc3ccncc3n2Cc2cccc(F)c2)cc1)c1ccccc1 (stereo unspecified) | -20%
CCOC(=O)c1c(-c2ccc(C)cc2)csc1NC(=O)c1cc(-c2ccc(C)c(F)c2)on1 | 4%
CSc1ccc(NC(=O)N2CCC(C(=O)c3ccc(F)cc3)CC2)cc1 | -1%
CCC(=O)c1ccc(OCC(=O)OCC(=O)c2cc(C)n(C3CC3)c2C)cc1 | 6%
Cc1cccc(CCN(CC(=O)NC(C)(C)C)C(=O)c2csnn2)c1 | 6%
COCCn1c(SCC(=O)Nc2nnc(C)s2)nnc1-c1ccco1 | -9%
Cc1nc2c(C(=O)NCCc3ccccc3)c[nH]n2c(=O)c1Cc1ccc(F)cc1Cl | -8%
COc1ccc(C2CC(=O)c3c(C)nc(N4CCN(C=O)CC4)nc3C2)c(OC)c1 (stereo unspecified) | 5%
COc1ccc(Cl)cc1NC(=O)COC(=O)CCc1cc(OC)c(OC)c(OC)c1 | 11%
Cc1cc(C(=O)Cn2nc(C(=O)O)c3ccccc3c2=O)c(C)n1-c1cccc(C(F)(F)F)c1 | 4%
CCc1ccc(C(=O)c2cn(CC(=O)Nc3ccc(OC)cc3OC)c3ccc(CC)cc3c2=O)cc1 | -5%
O=C(Nc1ccc(F)cc1)c1ccc2c(c1)NC(=O)c1ccccc1S2 | 3%
CCOc1ccc(C(=O)NCC(c2ccc3c(c2)OCO3)N2CCN(c3ccc(F)cc3)CC2)cc1 (stereo unspecified) | -9%
Cc1cccc(N=C2NC(=O)/C(=C/c3cccn3C)S2)c1C | 14%

Additional compounds.
SMILES | aSyn yeast rescue
Cc1cccc(C(=O)Nc2cccc(OCc3cc(=O)n4cc(C)sc4n3)c2)c1 | -2%
CCc1ccc(NC(=O)CCn2cnc3ccccc3c2=O)cc1 | -17%
O=C(C1=NNC2C(=O)N(c3ccccc3)C(=O)C12)c1nc(Cl)ccc1Cl (stereo unspecified) | -1%
Cc1ccc2oc(-c3ccc(Cl)c(NC(=O)c4ccc(-c5ccccc5[N+](=O)[O-])o4)c3)nc2c1 | -1%
Cc1cc(N2CCN(c3cccc(C(F)(F)F)c3)CC2)n2nc(-c3ccccc3C)nc2n1 | 10%
Cc1cc(Cl)ccc1OCC(=O)N1CCC(c2nc3ccccc3s2)CC1 | ?
COc1ccc(NC(=O)CSc2nc3c(oc4ccccc43)c(=O)n2-c2ccccc2)cc1OC | 6%
O=C(CCCSc1nc2ccccc2c(=O)[nH]1)c1ccc(F)cc1 | 13%
O=C(NCCCO)C(=O)NCC(c1ccc2c(c1)OCO2)N1CCOCC1 (stereo unspecified) | -12%
COc1ccccc1OCC(=O)Nc1ccc(S(=O)(=O)Nc2nccs2)cc1 | 1%
CCN(CC)CC(O)CN1C(=O)NC(C)(C)C1=O (stereo unspecified) | -18%
Cc1ccc(-c2nnc(N3CCC(C)CC3)c3ccccc23)cc1C | -22%
COc1ccccc1CCNC(=O)Cc1c(C)c2ccc(O)cc2oc1=O | 9%
CSCCC(NC(=O)c1ccccc1Cl)C(=O)NCC(c1ccco1)N1CCCCC1 (stereo unspecified) | 5%
CCOC(=O)c1ccccc1NC(=O)NCc1cccn1Cc1ccc(F)cc1 | -2%
COc1ccccc1-c1cc(C(=O)NCCc2ccccc2)no1 | 7%
O=c1c(=O)n(-c2ccc(F)c(F)c2)ccn1Cc1ccc(F)cc1Cl | -6%
CCn1c(C)c(C)c2cc(C(=O)NCCCN3CCCCC3C)ccc21 (stereo unspecified) | 5%
Cc1cc2nn(-c3ccc(Cl)cc3)nc2cc1NC(=O)C(C)C | -8%
O=C(NC(=S)Nc1cccnc1)c1cccc(Br)c1 | -6%
CCOC(=O)C1(Cc2ccc(OC)cc2)CCN(C(=O)CN2CCCCC2=O)CC1 | 1%
Cc1cc(NC(=O)CSCC(=O)Nc2nc3ccccc3[nH]2)no1 | 11%
CCCn1c(N)c(N(CCOC)C(=O)c2cccc(Cl)c2)c(=O)[nH]c1=O | 3%
COc1ccc(CCNC(=O)CCC(=O)N2CCOc3ccc(Cl)cc32)cc1OC | 6%
Cc1cc(C)nc(Nc2n[nH]c(-c3ccc(C(C)(C)C)cc3)n2)n1 | -13%
CCCCn1c(CCNC(=O)CC)nc2ccccc21 | -1%
N#Cc1c(C(F)(F)F)cc(-c2cccs2)nc1SCc1ccccc1F | -1%
COc1ccc(Nc2ccc([N+](=O)[O-])cc2[N+](=O)[O-])cc1 | 0%
CC(=O)NCCC(=O)Nc1ccc(C(N)=O)cc1 | -3%
Cc1cc(-c2ccc(C)c(S(=O)(=O)NC3CCCCC3)c2)on1 | ?
O=C(Nc1c2c(nc3ccccc13)CCCC2)c1cccc([N+](=O)[O-])c1 | 0%
CCOC(=O)Cn1c(=O)oc2cc(S(=O)(=O)N3CCN(c4cccc(C)c4)C(C)C3)ccc21 (stereo unspecified) | 4%
Cc1cc(C)c2oc(C(=O)Nc3c(C(=O)c4ccccc4)oc4ccccc34)cc(=O)c2c1 | -3%
Cc1cccc(-c2nc3c4ccccc4nc(NCc4ccccc4Cl)n3n2)c1 | -5%
NC(=O)C1CCN(c2csc3ccc(F)cc3c2=O)CC1 | 9%
Cc1cc(C)nc(NS(=O)(=O)c2ccc(NC(=S)NC(=O)c3cccnc3)cc2)n1 | 1%
O=C(COC(=O)c1ccccc1)Nc1ccc2[nH]c(=O)[nH]c2c1 | -6%
O=C(CSc1nc(-c2ccc(F)cc2)cc(C(F)(F)F)n1)NCc1ccccc1 | -6%
CCOc1ccc(N2CC(C(=O)N3CCCc4ccccc43)CC2=O)cc1 (stereo unspecified) | 9%
Cc1sc2c(c1C)c(=O)n(-c1ccc(Cl)cc1)c(=O)n2Cc1c(F)cccc1Cl | -4%
COc1ccc(Nc2nc(N)nc(CSC(=S)N3CCCCC3C)n2)cc1 (stereo unspecified) | -2%
COc1cc(NC(=O)N2CCC3(CC2)Nc2ccccc2-n2cccc23)cc(OC)c1OC | -2%
COc1ccc(S(=O)(=O)N2CCCCC2)cc1NC(=O)CSc1nccn1C | -9%
COc1ccc(-c2cc(CCCC(=O)NCc3ccccn3)no2)cc1 | 0%
Cc1csc2nc(COC(=O)CNC(=O)c3ccc(F)cc3)cc(=O)n12 | 0%
COc1ccc(OC)c2sc(N3CCc4ccccc4C3)nc12 | -17%
Cc1ccc2c(C)c(C(=O)N3CCC(N4CCC(C(=O)NC5CC5)CC4)CC3)oc2c1 | 5%
CCCCCn1c(=O)[nH]c2cc(C(=O)NCc3ccccc3)ccc2c1=O | 2%
CC(=O)NC(Cc1cccc(F)c1)C(=O)NC1CCN(C(=O)Nc2ccc(C)cc2)CC1 (stereo unspecified) | -2%
COc1ccc(N(CC(=O)N2CCN(c3ccc(F)cc3)CC2)S(=O)(=O)c2c(C)nn(C)c2C)cc1 | 8%
Cc1cc(OCC(=O)N(Cc2ccc(N(C)C)cc2)C2CCS(=O)(=O)C2)cc(C)c1Cl (stereo unspecified) | 5%
CCOC(=O)c1c(C)[nH]c(C(=O)OCc2nc3ccsc3c(=O)[nH]2)c1C | 0%
CC(C)c1ccc(NC(=O)C2CCCN(S(=O)(=O)c3ccc(Br)s3)C2)cc1 (stereo unspecified) | -3%
Cc1cccc(NC(=S)N/N=C/c2cccn2Cc2ccc(F)cc2)c1 | 8%
O=C1CSC(=S)N1/N=C/c1ccc2c(c1)OCCO2 | 4%
Cc1ccc(NC(=O)CNC(=O)c2cccc(C)c2)nc1 | -4%
COc1cc(S(=O)(=O)Nc2ccncc2)ccc1F | 1%
O=C(COc1ncnc2sccc12)NC1CCCCC1 | 8%
O=C(Cc1ccc2c(c1)OCCO2)Nc1cc(Cl)ccc1N1CCOCC1 | 7%
COC(=O)c1cc2sccc2n1CC(=O)Nc1ccc(OC)c(OC)c1 | 5%

Next entries.
SMILES | aSyn yeast rescue
Oc1c(Br)cc(/C=N/Nc2nncc3ccccc23)cc1Br | 3%
Cn1c(=O)c(=O)n(C)c2cc(S(=O)(=O)N3CCCC3C(=O)Nc3ccc(F)cc3)ccc21 (stereo unspecified) | -11%
Cc1cccc(C)c1NC(=O)CN(C)C(=O)CN1C(=O)NC2(CCCC2)C1=O | 4%
O=C(NNS(=O)(=O)c1ccccc1)C1CCCCC1 | -5%
COc1ccc(-c2cc3nc(C)c(CCC(=O)N4CCN(c5ccccc5)CC4)c(C)n3n2)c(OC)c1 | 7%
COc1ccccc1N1CC(C(=O)OCC(=O)c2c(N)n(C)c(=O)n(C)c2=O)CC1=O (stereo unspecified) | 5%
CC1=C(C(=O)OCc2ccc(C)cc2)C(c2ccccc2F)CC(=O)N1 (stereo unspecified) | 19%
Cc1noc(Cn2c(=O)c3ccccc3n(CC(=O)Nc3cc(Cl)ccc3C)c2=O)n1 | 0%
CCCSc1nnc2c(n1)OC(c1ccc(Br)s1)Nc1ccccc1-2 (stereo unspecified) | -16%
O=c1cc(CSc2ncn[nH]2)[nH]c2ccc(F)cc12 | -3%
COc1cc(NC(=O)CN(C)S(=O)(=O)c2ccc3nc(C)sc3c2)cc(OC)c1 | 3%

The list is partial; the hit share may differ from the screen's.
